HT1080-NT tox: qHTS for induction of synthetic lethality in tumor cells producing 2HG: qHTS for the HT-1080-NT fibrosarcoma cell line; 1.6% of 360,000 active; AID 686970, 2013; HT-1080-NT fibrosarcoma viability, CellTiter-Glo ATP luminescence, 48 h; Potency, µM (highest dose often 46.1 µM), for the others: at the highest dose activity, negative = less viability, actives largely listed as cytotoxic;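 further: NT is the 2HG producing partner of a matched IDH1 knockdown line; potency means the concentration at half of the fitted maximal effect; 0% = DMSO-treated cells and -100% = media-only wells without cells; nearly all actives have a fitted effect of over 55% in size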
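A 48-hour cytotoxicity screen used HT-1080-NT cells plated 2 hours before compound delivery. ATP-based CellTiter-Glo luminescence measured viability, normalized to DMSO and no-cell controls.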
SW480 rereplic: A quantitative high throughput screen for small molecules that induce DNA re-replication in SW480 colon adenocarcinoma cells; SW480 DNA re-replication, Hoechst DNA content imaging, 48 h; Potency, µM (series often up to 46.1 µM), for inactives: at the highest dose re-replication activation, hits mostly activators; 1.8% of 340,000 active; AID 624297, 2012; further: potency means the concentration at half of the fitted maximal effect; % of control where 0% means no effect; nearly all actives have a fitted effect of over 55% in size
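250 cells/well; 23 nL cpd via pin tool; 48 hr, 37 C, 5% CO2; Hoechst 40 min; imager read of total nuclear intensity, ex 405/em 500-530 nm.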
IL-1B inflam inh: qHTS for Inhibitors of Inflammasome Signaling: IL-1-beta AlphaLISA Primary Screen; AID 743279, 2014; 4.7% of 360,000 active; THP-1 LPS/ATP IL-1B secretion, AlphaLISA, 16 h; hits give low values; activity change, % at 57.5 µM; in the data active means activity change below about -50%; inconclusive means mostly about -30% to -49%; further: on the % scale 0 is the no-effect control and ±100 the full control effect
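Secreted IL-1B measured by AlphaLISA bead assay after 16 h compound exposure of THP-1 cells; compounds (final up to 57.5 uM) added 1 h before LPS (250 ng/mL) and ATP (1.25 mM) stimulation; lower signal means less secretion.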
KB-3-1 cytotox: qHTS assay for MDR1-selective chemotherapeutics: Primary screen using the parental adenocarcinoma cell KB-3-1. AID 1347075, 2019. 1.4% of 400,000 active. Potency, µM (series often up to 46.1 µM), for inactives: top-dose activity change, negative = cytotoxic, usual class: cytotoxic. KB-3-1 viability, CellTiter-Glo ATP luminescence, 72 h; further: potency means the concentration at half of the fitted maximal effect; on the % scale 0 is the no-effect control and ±100 the full control effect; nearly all actives have a fitted effect of over 60% in size
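Parental KB-3-1 viability, qHTS format: 72 h compound exposure, 37 °C; CellTiter-Glo; media-only wells and DMSO plates as controls; concentration-effect fits on corrected data.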
ATXN2 expr inh: Primary qHTS for Inhibitors of ATXN expression | HEK-293 ATXN2-luciferase reporter, luminescence, 24 h | Potency, µM (top dose mostly 57 µM), for inactives: at the highest dose activity change, negative = inhibition, usual class: inhibitors | 0.72% of 360,000 active; further: potency means the concentration at half of the fitted maximal effect; on the % scale 0 is the no-effect control and ±100 the full control effect; nearly all actives have a fitted effect of over 55% in size
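ATXN2-luciferase reporter cells (luciferase flanked by upstream and downstream ATXN2 gene portions) were treated 24 h at 37 °C with compounds at up to 57 uM. SteadyGlo luminescence gave expression; GF-AFC fluorescence gave viability.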
HT1080 IDH1KD tx: qHTS for induction of synthetic lethality in tumor cells producing 2HG: qHTS for the HT-1080-IDH1KD cell line; HT-1080 IDH1 knockdown viability, ATP luminescence, 48 h; Potency, µM (top dose mostly 46.1 µM), for the others: at the top dose activity, negative = toxicity, hits mostly cytotoxic; 2% of 360,000 active; AID 686971, 2013;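 further: potency means the concentration at half of the fitted maximal effect; 0% = DMSO wells and -100% = cell-free medium wells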
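IDH1KD HT-1080 cells, 750/well, RPMI + 5% FBS; compound pinned after 2 h settling; 48 h, 37 °C; CellTiter-Glo luminescence; % activity normalised to DMSO and no-cell wells; curves fitted, classed by r2 and efficacy.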
HepG2 tox: qHTS for Inhibitors of TGF-b: Cytotox Counterscreen; HepG2 CAGA-GFP viability, ATP luminescence, 18 h; Potency, µM (series often up to 46.1 µM), for inactives: at the top dose activity change, negative = cytotoxicity, usual class: cytotoxic; 0.76% of 410,000 active; further: potency means the concentration at half of the fitted maximal effect; some results filed as inactive show a strong effect at the top dose
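HepG2 CAGA-GFP cells (1000/well, DMEM with 1% FBS) received compound, then TGF-beta at 500 pg/mL final, and were incubated 18 hours at 37 degrees C. Viability was read by CellTiter-Glo luminescence. Media-only wells were set as complete cell-killing and DMSO as no toxicity.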
S2 tox: Viability Counterscreen for Primary qHTS for Inhibitors of ATXN expression; 0.49% of 400,000 active; AID 651635, 2014; S2 cells (HEK-293 line with an ATXN2-luciferase reporter) viability, CellTiter-Fluor protease fluorescence, 24 h; Potency, µM (titrated, usually from 56.7 µM), most hits filed as cytotoxic; further: potency means the concentration at half of the fitted maximal effect; nearly all actives have a fitted effect of over 40% in size
MCF10A rerep: A quantitative high throughput screen for small molecules that induce DNA re-replication in MCF 10a normal breast cells; 2.9% of 350,000 active; Potency, µM (highest dose often 46.1 µM), for the others: at the top dose activity, positive = re-replication, most hits filed as activators; MCF 10A DNA re-replication, Hoechst nuclear intensity, 48 h; further: potency means the concentration at half of the fitted maximal effect; % of control where 0% means no effect; nearly all actives have a fitted effect of over 50% in size
* marks the source's active call; other numbers are inactive results; i = inactive; ? = inconclusive; / = no result given; & = joins results of further samples; [ ] = dose if it differs, or a comment. Unless noted, the call rests on the fitted dose curve; in most records, active means well fitted curve in the direction sought with a large enough effect; inconclusive means small, poorly fitted or top-dose-only effect, or another doubt; inactive means no such curve, though single readings can be large; an effect the other way counts as inactive or inconclusive.

Second line of a record: HT1080-NT tox	SW480 rereplic	IL-1B inflam inh	KB-3-1 cytotox	ATXN2 expr inh	HT1080 IDH1KD tx	HepG2 tox	S2 tox	MCF10A rerep
- Nc1cccc(C(=O)O)c1
→ ?	5%&-33%	-2	0%	0%	7%	0%	i	0%&19%
- Cc1ccccc1S(=O)(=O)Cc1ccc(C(=O)NCCN2CCN(Cc3ccccc3)CC2)o1
→ 0%	-4%	23	1%	-1%	-5%	-10%	?	3%
- Cc1cccc(N2CCN(C(=O)C(NS(=O)(=O)c3cccs3)c3ccccc3)CC2)c1C (stereo not given)
→ -21%	12%	-2	-10%	0%	-26%	-18%	i	1%
- O=C(COC(=O)c1ccc(O)cc1)c1ccc(S(=O)(=O)N2CCCCC2)cc1
→ 0%	-5%	38	1%	-9%	5%	1%	i	9%
- O=C(NCc1n[nH]c(=S)n1-c1ccc(Cl)c(Cl)c1)c1ccc(S(=O)(=O)N2CCCCC2)cc1
→ -4%	-3%	19	0%	-12%	-9%	-9%	i	-1%
- CC1=CC(=O)[C@@H](O)[C@@H](c2ccccc2Br)N1C
→ 16%	-25%[9.22 µM]	3	9%	14%	9%	-9%	i	-43%[inhibitor]
- O=C(Nc1cccc(S(=O)(=O)N2CCOCC2)c1)c1ccccn1
→ 0%	-7%	34	-1%	/	9%	-7%	i	0%
- O=C(COc1cccnc1[N+](=O)[O-])Nc1ccc(N2CCOCC2)cc1
→ 9%	0%	-10	0%	-22%[11.3 µM]	14%	5%	i	3%
- O=C(N/N=C/c1ccccc1[N+](=O)[O-])c1ccncc1
→ 13%	-10%	11	24%	22%	4%	-13%	i	-1%
- Cc1noc(C)c1S(=O)(=O)N(C)C[C@@H]1OCc2cn(nn2)CCCC(=O)N([C@@H](C)CO)C[C@H]1C
→ 6%	/	12	-1%	2%	-1%	-1%	i	/
- CCOC(=O)c1cc(CC)sc1N1C(=O)CC(Sc2ccccc2C(=O)O)C1=O (stereo not given)
→ -5%	-2%	27	-1%	32%	-3%	-2%	i	17%
- CN1CCN(c2ccc(NC(=O)COc3ccccc3)cc2Cl)CC1
→ -29%	-3%	-11	-7%	2%	-30%	-13%	i	?
- O=C(CCc1nnc(CCCCc2ccccc2)o1)N1CCC(N2CCCC2)CC1
→ 1%	-6%	-23	-7%	/	0%	-8%	?	3%
- C[C@@H]1CN([C@@H](C)CO)C(=O)CCCn2nncc2CO[C@@H]1CN(C)C(=O)OCc1ccccc1
→ -1%	/	29	14%	8%	12%	6%	i	/
- Cc1cc(C)c2c(CC(=O)N3CCCC3)coc2c1
→ -3%	-13%	-12	14%	/	-1%	4%	i	15%
- CC1(C)Cc2c(sc3nc4n(c(=N)c23)CCC4)CO1
→ 1%	-12%	0	-2%	-6%	-1%	8%	i	-2%
- CC(=O)c1cccc(NC(=O)COC(=O)COc2ccc(Cl)cc2)c1
→ 7%	10%	13	-2%	-5%	19%	2%	i	3%
- CN(C)S(=O)(=O)N1CCC(N2CCN(Cc3ccc(F)cc3)C(=O)C2=O)CC1
→ /	/	/	16%	3%	/	-1%	i	/
- CCNC(=O)CN1C(=O)NC2(CCCCCC2)C1=O
→ 7%	1%	8	-2%	5%	9%	-14%	i	-183%[0.0737 µM]
- CN(Cc1ccccc1)C(=O)c1nc2ccccn2c1CN1CCCC1c1nccs1 (stereo not given)
→ -1%	-2%	-15	-2%	1%	7%	0%	i	-1%
- COCC1=C(C(=O)OC)C(c2cccs2)n2ncnc2N1 (stereo not given)
→ 6%	?	/	-9%	-15%	0%	14%	i	?
- O=C(c1ccc(CS(=O)Cc2ccccc2Cl)o1)N1CCN(c2ccccc2)CC1 (stereo not given)
→ -3%	/	-50*	-26%	/	-1%	-24%	i	/
- CC(C)c1cc(Cn2c3ccccc3c(=O)n2C(C)Cn2cc(-c3ccccc3)nn2)on1 (stereo not given)
→ 2%	/	1	12%	/	-2%	/	/	/
- CSc1ccccc1NC(=O)c1cc2ncc(Br)cn2n1
→ 12%	-3%	25	-6%	/	14%	9%	i	-1%
- COc1ccc(OC)c(NC(=O)c2ccc(-n3cccn3)nc2)c1
→ 3%	-3%	13	18%	1%	1%	-5%	i	-1%
- O=S(=O)(NCCN1CCOCC1)c1ccc(-c2ccc(S(=O)(=O)NCCN3CCOCC3)cc2)cc1
→ -7%	-13%	1	-12%	-18%	1%	-1%	i	-1%
- CC1(C(=O)Nc2ccc3c(c2)OCCO3)CSCC(=O)N1CCCn1ccnc1 (stereo not given)
→ 18%	/	-15	-2%	/	17%	/	/	/
- COc1ccc([C@@]23Oc4cc(OC)cc(OC)c4[C@]2(O)[C@H](O)[C@H](C(=O)N(C)C)[C@H]3c2ccccc2)cc1
→ ?	?	-3	?	-77%	0.16µM*	-4%	?	?
- Cc1ccc(OCCN2C(=O)S/C(=C\c3ccc(C)o3)C2=O)cc1
→ 12%	-1%	-4	25%	-8%	14%	-4%	i	23%
- O=C(Nc1cccc(S(=O)(=O)N2CCCCC2)c1)c1cncc(Br)c1
→ -2%	-1%	?	-18%	?	-15%	-20%	?	?

Brought forward from above: 2 compounds; new compounds follow.
Second line of a record: HT1080-NT tox	SW480 rereplic	IL-1B inflam inh	KB-3-1 cytotox	ATXN2 expr inh	HT1080 IDH1KD tx	HepG2 tox	S2 tox	MCF10A rerep
- Cc1ccc(OCCN2C(=O)S/C(=C\c3ccc(C)o3)C2=O)cc1
→ 12%	-1%	-4	25%	-8%	14%	-4%	i	23%
- O=C(Nc1cccc(S(=O)(=O)N2CCCCC2)c1)c1cncc(Br)c1
→ -2%	-1%	?	-18%	?	-15%	-20%	?	?
- COc1ccc(CNc2nc(-c3ccccc3)nn2C(=O)c2cccs2)cc1
→ 7%	1%	-2	0%	3%	9%	-21%	i	21%
- CCN(CC)c1ccc(C(=O)Nn2c(C)nc3ccccc3c2=O)cc1
→ 3%	-20%	18	0%	/	-10%	16%	?	-1%
- COc1ccccc1CC(=O)c1ccccc1OC
→ 3%	2%	-8	-6%	-6%	-4%	2%	i	1%
- N#CCSc1ccc2nc(-c3ccccc3)cn2n1
→ 7%	-6%	7	2%	/	-2%	5%	/	0%
- CCN1CCN(c2ccc(S(=O)(=O)N3CCOCC3)cc2NC(=O)c2ccc(C(F)(F)F)cc2)CC1
→ -1%	-2%	-10	-5%	-3%	-2%	-22%	i	-1%
- O=c1cc(-c2ccc(O)cc2)oc2c1ccc1ccccc12
→ 1%	11%	-59*	-8%	8%	0%	-6%	i	-2%
- C/C(CC(=O)Nc1ccc2c(c1)OCCO2)=N\NC(=O)COc1ccc(C)cc1
→ 7%	1%	12	10%	-4%	8%	1%	i	12%
- O=C(O)Cn1nc(-c2ccccc2)cc1-c1ccccc1
→ 15%	?	17	2%	3%	10%	0%	?	-3%
- CC(C)(C)S(=O)N1Cc2ccc(CO)cc2[C@@H]1CCO (stereo not given in full)
→ 1%	?	3	10%	-4%	10%	7%	i	-4%
- O=C(CSc1ccccc1)NCC1(N2CCOCC2)CCCCC1
→ -2%	-14%	-17	2%	10%	0%	-12%	i	-2%
- Cn1nc(C(F)(F)F)c2cc(C(=O)N3CCOCC3)sc21
→ 0%	-10%	-18	-6%	2%	-3%	13%	i	4%
- COc1ccc(OC)c(C2CC(=O)Nc3cc(OC)c(OC)c(OC)c32)c1 (stereo not given)
→ 1%	13%	-28	0%	64%[activator]	-3%	-8%	i	16%
- COc1ccc(C(CNC(=O)CNC(=O)c2cccc(F)c2)N2CCOCC2)cc1 (stereo not given)
→ 11%	/	-6	0%	/	-1%	-1%	i	/
- Cc1ccc(-c2cc(C(=O)NCc3cn(C)nc3C)c3cc(Br)ccc3n2)cc1
→ 6%	-79%[inhibitor]	3	24%	29%	10%	2%	i	-32%[inhibitor]
- CCCCN1CCN=C1N(C)C
→ 6%	?	15	6%	6%	10%	1%	i	8%
- CS(=O)(=O)c1ccc(-c2nnc(NC(=O)c3ccco3)o2)cc1
→ -9%	-310%[inhibitor]	17	0%	16%	-8%	-12%	i	-3%
- COc1ccc(CCNC(=O)Cn2nnc(-c3ccc(Cl)cc3)n2)cc1OC
→ /	/	/	2%	5%	/	-12%	i	/
- COc1ccc(C(=O)NCc2nnc(SCC(=O)Nc3ccccc3)n2-c2ccccc2)cc1
→ /	/	/	5%	-2%	/	6%	i	/
- CCN(C(=O)COC(=O)CNC(=O)c1ccc(C)c(C)c1)C1CCS(=O)(=O)C1 (stereo not given)
→ 1%	-12%	4	9%	-10%	1%	-4%	i	-3%
- Cc1ccc(C(=O)Oc2cc(-c3ccc4c(c3)OCO4)cc(=O)c3c(C)oc(C)c23)cc1
→ /	/	/	3%	-11%	/	-1%	i	/
- O=C(COC(=O)c1cnccn1)NCc1ccccc1Cl
→ 1%	/	?	13%	/	-6%	-8%	i	/
- O=C(c1cc2cc(Cl)ccc2[nH]1)N1CCN(C(=O)c2ccco2)CC1
→ 0%	2%	-14	0%	/	0%	-25%	?	2%
- CC(C)n1ncc2c(C(=O)NCCc3ccc(F)cc3)cc(C3CC3)nc21
→ 2%	0%	?	-1%	-8%	2%	0%	?	?
- COc1ccccc1-n1cnc2sc(C)c(C)c2c1=O
→ -10%	-1%	-4	3%	3%	-10%	-14%	i	-4%
